# GLD-1 TGE inh – GLD-1-TGE RNA interaction inhibition (C. elegans); Q17339; purified GLD-1 + fluorescein TGE RNA, fluorescence polarization; inhibition, % at 5.96 µM; actives 0.44% (n = 320,000);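 active = percent inhibition above a per-plate cutoff, the plate mean of test compounds plus 3 SD, cut at about 30% in these data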;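 note: 0% = DMSO wells with GLD-1 and probe and 100% = wells lacking GLD-1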
# Target sequence (Q17339 whole entry, looked up): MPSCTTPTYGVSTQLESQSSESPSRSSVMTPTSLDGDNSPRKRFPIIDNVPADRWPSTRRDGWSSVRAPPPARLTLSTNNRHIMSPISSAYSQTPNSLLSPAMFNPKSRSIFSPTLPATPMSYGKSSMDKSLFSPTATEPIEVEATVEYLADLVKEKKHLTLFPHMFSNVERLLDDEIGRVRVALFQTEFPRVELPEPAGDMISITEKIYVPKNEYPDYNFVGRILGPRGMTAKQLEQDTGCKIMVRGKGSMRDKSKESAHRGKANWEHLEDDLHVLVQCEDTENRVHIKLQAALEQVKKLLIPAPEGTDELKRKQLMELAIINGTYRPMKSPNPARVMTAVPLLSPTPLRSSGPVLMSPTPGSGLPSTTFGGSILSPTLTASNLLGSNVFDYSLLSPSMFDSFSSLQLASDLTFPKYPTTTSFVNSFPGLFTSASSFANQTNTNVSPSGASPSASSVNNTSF
# Efflux pump mplx – antifungal efflux pump inhibition, Nile Red retention | actives 0.44% (n = 330,000) | S. cerevisiae Candida pump triplex | inhibition, % at 10 µM;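 active = plate passing quality check with inhibition over a set limit, or well fluorescence over plate mean plus 4 SD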;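 note: Nile Red retained in pooled yeast measured as flow cytometry median fluorescence; 0% = buffer negative control and 100% = Enniatin B positive control; higher means more Nile Red kept so more efflux inhibition; some compounds called inactive have numbers as strong as hits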
# MCL1-BIM inh – inhibitors of human MCL1 binding to BIM-BH3 peptide. GST-MCL1 / FITC-Bim-BH3 fluorescence polarization. inhibition, % at 10.9 µM. actives 0.68% (n = 320,000);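 active = inhibition above the mean inhibition of all tested compounds plus 3 SD, set per campaign, cut at about 40% in these data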;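 note: 0% = DMSO wells and 100% = unlabeled Bim-BH3 peptide control; higher means more loss of mP so more displacement of Bim peptide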
# Bcl-xL primary – Bcl-xL (human) inhibition. inhibition, % at 10.9 µM. Q07817. AID 2129. actives 0.7% (n = 320,000). GST-Bcl-xL / FITC-Bim BH3 peptide fluorescence polarization;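 active = inhibition above the mean of all tested compounds plus 3 SD, cutoff set per campaign, cut at about 30% in these data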;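 note: 0% = DMSO wells and 100% = unlabeled Bim-BH3 peptide competitor; inhibitors lower millipolarization by displacing the labeled peptide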
# Target sequence (Q07817 whole entry, looked up): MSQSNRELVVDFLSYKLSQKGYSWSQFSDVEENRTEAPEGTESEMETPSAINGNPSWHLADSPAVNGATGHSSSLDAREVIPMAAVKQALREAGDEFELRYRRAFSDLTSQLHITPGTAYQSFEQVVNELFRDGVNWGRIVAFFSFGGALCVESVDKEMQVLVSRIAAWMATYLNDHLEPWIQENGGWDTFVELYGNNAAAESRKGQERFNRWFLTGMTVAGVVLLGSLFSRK
# Fam108B counter – blocks mouse Fam108B hydrolase in RBBP9 counter-screen | recombinant Fam108B, FP-Rh probe fluorescence polarization | actives 0.33% (n = 300,000) | inhibition, % at 9.51 µM;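 active = inhibition above the screen mean inhibition plus 3 SD, computed separately per campaign, cut at about 18% in these data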;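 note: inhibitors lower polarization as less probe binds the enzyme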
# PME-1 primary – PME-1 (human) inhibition; recombinant PME-1, FP-Rh probe fluorescence polarization; inhibition, % at 5.9 µM; actives 0.53% (n = 320,000);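 active = inhibition above the campaign mean of all compounds plus 3 SD, cut at about 26% in these data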;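 note: competitive labeling of PME-1 active site by serine hydrolase directed probe; 0% = PME-1 with DMSO and 100% = wells lacking PME-1 enzyme; inhibitors block probe labeling so polarization falls and inhibition rises; many of its hits are not listed in these tables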
# Target sequence (Q9Y570 whole entry, looked up): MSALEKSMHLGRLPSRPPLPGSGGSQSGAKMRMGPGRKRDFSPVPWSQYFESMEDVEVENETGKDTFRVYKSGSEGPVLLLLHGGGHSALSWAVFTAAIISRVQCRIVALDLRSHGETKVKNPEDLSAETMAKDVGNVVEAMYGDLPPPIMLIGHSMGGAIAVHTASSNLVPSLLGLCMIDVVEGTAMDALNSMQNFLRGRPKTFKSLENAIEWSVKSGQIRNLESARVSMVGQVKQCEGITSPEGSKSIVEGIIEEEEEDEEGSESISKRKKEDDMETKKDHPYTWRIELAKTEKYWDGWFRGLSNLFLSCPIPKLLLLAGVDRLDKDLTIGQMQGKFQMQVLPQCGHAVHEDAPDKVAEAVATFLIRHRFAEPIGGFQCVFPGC
# GRK2 inh – inhibitors of human GRK2 displacing RNA aptamer | P25098 | bead flow cytometry, FAM-aptamer displacement from GRK2 | inhibition of aptamer binding, % at 10 µM | actives 0.59% (n = 330,000) | AID 488847;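 active = inhibition of aptamer binding above 40%, roughly 3 SD of noise, on plates passing a quality check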;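 note: median bead fluorescence of bound FAM aptamer so fluorescent compounds give negative values; no value below 0 was filed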
# VLA-4 inh – inhibition in a human VLA-4 binding assay | inhibition, % (about 7 µM as worked out from the volumes in the protocol) | actives 0.2% (n = 330,000) | VLA-4 expressing cells, ligand binding flow cytometry; in the data active = inhibition above about 50%
# MEX-5 binding – C. elegans MEX-5 TCR-2 RNA binding activity; MEX-5/FITC-TCR2 RNA binding, fluorescence polarization; hits give low values; activity score (negative = inhibition of binding), % at 10 µM; actives 0.38% (n = 300,000); AID 1832;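 active = inhibition past about -25% in most replicates, and total fluorescence under double the plate's negative control median, limit read from the data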;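 note: 0% = DMSO and -100% = 5 µM competing unlabeled TCR2 RNA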
# Active calls of the source: *; x = not tested or not shown. Some of the compounds tested; count on the stated rates, not on these rows.
SMILES,GLD-1 TGE inh,Efflux pump mplx,MCL1-BIM inh,Bcl-xL primary,Fam108B counter,PME-1 primary,GRK2 inh,VLA-4 inh,MEX-5 binding
O=C(NCc1nc(-c2ccccc2)no1)c1ccc(Br)o1,1.2,0.0,1.0,2.5,0.8,-3.6,0.0,-14.4,-2.0
COc1ccc(/C=N/NC(=O)c2nnn(-c3nonc3N)c2-c2cccs2)c(OC)c1,-9.1,-0.2,-6.4,1.9,-0.3,-0.4,3.0,0.4,-1.5
COc1ccccc1C(=O)NC1CCSc2ccccc21 (stereo not given),-5.8,0.0,-7.0,1.4,-2.0,2.2,26.0,23.9,-2.3
CC(=O)Nc1ccc(NC(=O)C(C)OC(=O)c2c(NC(C)=O)sc(C)c2C)cc1 (stereo not given),-0.2,0.1,0.1,-2.8,x,0.3,0.0,4.2,x
Cc1ccc(SCCNC(=S)Nc2cc(C)ccc2C)cc1,-3.0,0.3,10.2,8.2,-2.9,6.7,0.0,-2.6,-0.6
CN1CCN(c2cc(=O)n(Cc3ccc(F)cc3)c(=O)[nH]2)CC1,-2.1,-0.1,0.5,2.5,-0.7,-1.2,0.0,1.5,1.6
Clc1ccc(NCc2nnc3n2CCCCC3)cc1,-3.2,0.0,0.8,1.9,2.3,-4.9,0.0,-1.8,-0.8
CC(=O)Nc1cccc(NC(=O)CSc2n[nH]c(-c3ccccc3)n2)c1,4.7,-0.1,5.1,-0.9,x,-0.1,6.0,0.0,x
COc1ccc(C(=O)COC(=O)c2ccccc2C(=O)N(C)c2ccccc2)c(OC)c1,-6.3,0.2,2.0,-0.9,-4.9,-3.0,0.0,2.1,0.2
COc1ccc2oc(=O)c(C(=O)n3ccc(C)n3)cc2c1,4.1,-0.2,5.0,-0.8,-3.1,-0.5,0.0,8.7,-1.7
Cc1ccc(-c2nnc(OCCN3CCOCC3)c3ccccc23)cc1,1.8,0.0,0.6,0.0,1.6,-8.2,11.0,8.7,0.2
CSc1ccc(CN2CCC(Cc3ccccc3)CC2)cc1,-10.5,-0.1,5.6,4.8,11.9,2.5,0.0,-29.1,3.2
Cn1c(=O)c2c(SCC(=O)Nc3ccccc3F)nc(C3CC3)nc2n(C)c1=O,4.5,-0.1,4.2,4.5,1.7,-2.2,0.0,13.3,-2.1
COc1ccc(C2CC(c3cccs3)=NN2C(=O)CSc2nc3ccccc3s2)cc1 (stereo not given),2.4,0.0,-1.6,-5.0,-4.5,-3.3,1.0,-6.0,1.5
CC1CCCN(S(=O)(=O)c2ccc(NC(=O)C3CC(=O)N(c4ccccc4)C3)cc2)C1 (stereo not given),-10.1,0.3,-1.0,0.2,-6.5,0.5,100.0*,6.5,-2.5
COC(=O)c1cc(=O)n(Cc2ccc(OC)c(OC)c2)c(=Nc2ccc(F)cc2)s1,1.3,0.2,-0.9,-0.1,-3.0,-7.3,3.0,-7.4,0.8
O=C(NC1CC1)C1CCN(C2CCN(C(=O)Cc3ccc(F)cc3)CC2)CC1,3.1,-0.1,3.0,9.8,-3.1,-2.1,0.0,3.2,-1.1
CCOC(=O)C1(Cc2ccc(OC)cc2)CCN(C(=O)C2CC(=O)N(C3CC3)C2)CC1 (stereo not given),3.4,-0.1,-1.7,3.3,4.1,1.2,2.0,7.8,-1.3
CS(=O)(=O)c1ccc2nc(NC(=O)CN3CCOCC3)sc2c1,-3.1,-0.2,-1.7,5.5,1.2,-1.5,0.0,-22.2,4.9
CCOc1ncccc1C(=O)N1CCN(C(=O)c2ccccc2)CC1,4.2,0.1,2.3,1.8,5.9,2.9,2.0,7.2,-2.2
CSc1ccc(C(=O)C2CCCN(C(=O)c3csc(C(C)=O)c3)C2)cc1 (stereo not given),-4.8,-0.1,6.0,3.0,4.7,-7.4,0.0,0.1,0.7
Cc1c(NC(=O)CN(c2ccccc2)S(=O)(=O)c2ccc(F)cc2)c(=O)n(-c2ccccc2)n1C,3.5,0.3,17.7,-5.4,-3.3,2.0,0.0,12.4,-0.3
O=C(CCN1C(=O)c2ccccc2C1=O)NC(=S)Nc1ccccc1Cl,7.3,0.0,4.3,-0.5,-2.2,3.9,4.0,0.2,0.1
COc1ccc(CC2SC(N)=NC2=O)cc1 (stereo not given),-3.2,-0.2,0.3,1.2,3.7,2.3,2.0,-17.5,-4.0
CCOC(=O)c1cnc2cc(F)c(F)cc2c1N1CCOCC1,-5.1,0.2,10.2,7.5,-1.5,2.8,1.0,25.7,0.5
O=C(CCn1[nH]c(=O)c2ccccc2c1=O)N1CCOCC1,-9.1,0.2,2.1,-2.3,0.5,-5.4,0.0,11.2,0.3
CCOC(=O)NN1C(=O)c2ccccc2NC1c1cccc(O)c1 (stereo not given),5.7,0.0,-4.0,-7.6,-5.8,-7.9,6.0,-4.0,0.6
CCOC(=O)N1CCC(N(C(=O)Nc2cccc(OC)c2)C(C)CC)CC1 (stereo not given),-3.6,0.1,2.5,6.2,9.8,1.1,2.0,10.2,1.2
Cc1ccc(-c2nnn(CC(=O)N(CC(=O)NC(C)C)c3cnc4ccccc4c3)n2)o1,5.2,0.2,-2.1,-1.7,-1.8,2.9,0.0,2.1,2.1
Cc1nc2c([nH]c3ccccc32)c(=O)n1N,6.3,-0.2,0.6,1.4,0.6,0.8,1.0,-12.3,-0.7
CCOc1ccc(-c2cn(-c3ccc(OC)cc3)c(SC)n2)cc1,5.8,1.1,-22.5,1.6,0.5,2.5,0.0,11.1,-0.3
Cc1cccc(C)c1NC(=S)N1CCOCC1,2.8,-0.2,7.5,4.1,-0.6,-0.9,0.0,6.7,0.3
O=c1cc(-c2cccnc2)oc2c1ccc1ccccc12,4.4,0.2,-0.2,2.5,2.5,20.6,2.0,-1.2,2.2
Cc1ccccc1-n1c(N)cc(=O)[nH]c1=S,7.8,0.1,0.5,2.2,-0.9,-1.7,0.0,-4.1,-1.8
COCc1cc(C)nc(SCC(=O)NCC2CCCO2)c1C#N (stereo not given),-1.2,-0.2,-7.7,-2.1,2.6,4.2,1.0,18.6,-0.6
COc1ccccc1CNC(=O)C(CC(C)C)NS(=O)(=O)c1ccc2c(c1)oc(=O)n2C (stereo not given),8.5,0.0,0.1,1.2,-2.8,3.5,0.0,0.0,-2.9
CCc1ccc(OCC(=O)Nc2ccc(S(=O)(=O)Nc3ccccn3)cc2)cc1,4.5,0.0,13.9,3.0,1.8,-4.4,0.0,8.6,2.4
COc1ccc(S(=O)(=O)CCC(=O)Nc2cc(C)ccc2OC)cc1,11.2,0.2,-0.1,0.8,3.8,-0.3,0.0,2.2,0.6
CCN1/C(=C(\O)c2ccccc2)C(=O)c2ccccc2S1(=O)=O,2.3,0.0,9.2,6.1,-3.6,3.3,0.0,-7.8,-0.9
COc1c(C)cc(C(=O)C2CCCN(Cc3ccc(Oc4ncccn4)cc3)C2)cc1C (stereo not given),0.6,-0.1,1.7,-1.6,1.3,5.5,2.0,8.5,1.4

# Exported with two lines to a compound: five of the compounds above
# Below each compound – GLD-1 TGE inh	Efflux pump mplx	MCL1-BIM inh	Bcl-xL primary	Fam108B counter	PME-1 primary	GRK2 inh	VLA-4 inh	MEX-5 binding
- COc1ccc(S(=O)(=O)CCC(=O)Nc2cc(C)ccc2OC)cc1
    11.2	0.2	-0.1	0.8	3.8	-0.3	0.0	2.2	0.6
- CCc1ccc(OCC(=O)Nc2ccc(S(=O)(=O)Nc3ccccn3)cc2)cc1
    4.5	0.0	13.9	3.0	1.8	-4.4	0.0	8.6	2.4
- Cc1ccccc1-n1c(N)cc(=O)[nH]c1=S
    7.8	0.1	0.5	2.2	-0.9	-1.7	0.0	-4.1	-1.8
- COc1ccccc1CNC(=O)C(CC(C)C)NS(=O)(=O)c1ccc2c(c1)oc(=O)n2C (stereo not given)
    8.5	0.0	0.1	1.2	-2.8	3.5	0.0	0.0	-2.9
- O=c1cc(-c2cccnc2)oc2c1ccc1ccccc12
    4.4	0.2	-0.2	2.5	2.5	20.6	2.0	-1.2	2.2

# (continued)
SMILES,GLD-1 TGE inh,Efflux pump mplx,MCL1-BIM inh,Bcl-xL primary,Fam108B counter,PME-1 primary,GRK2 inh,VLA-4 inh,MEX-5 binding
O=C(CNS(=O)(=O)c1ccc(Br)s1)N1CCN(c2ccc(F)cc2)CC1,2.5,0.0,10.5,0.6,1.7,6.4,0.0,3.1,-0.2
Cc1ccc2nc(-c3cccc(S(=O)(=O)N4CC(C)OC(C)C4)c3)cn2c1 (stereo not given),0.4,0.1,-7.1,5.7,5.9,-3.5,0.0,12.7,-4.5
CC1CC(C)CN(C(=O)c2cc3c(=O)n4ccccc4nc3s2)C1 (stereo not given),3.0,-0.1,-1.7,5.4,5.7,-0.3,2.0,0.2,-0.5
CCc1ccccc1NC(=O)CCNS(=O)(=O)c1cc(Br)cnc1N,6.4,-0.1,2.3,4.2,-0.8,1.0,0.0,19.1,0.9
Cc1cc(C)cc(NC(=O)N2CCC(NC(=O)c3ccc(F)cc3)CC2)c1,-0.2,0.1,3.2,0.4,-3.2,3.5,0.0,-2.8,-1.6
CC(=O)Nc1ccc(NC(=O)C2CCCN(C(=O)c3ccc(Cl)cc3)C2)cc1 (stereo not given),-14.9,-0.1,-18.3,-12.8,1.5,4.2,0.0,3.5,-4.0
C/C(=N\N=C1\NC(=O)C(CC(=O)Nc2ccc(C)c(Cl)c2)S1)C(C)(C)C (stereo not given),4.6,0.3,-3.8,3.3,-1.1,-11.6,1.0,11.5,0.6
C=CCOC(=O)C1=C[C@H](c2ccc(Br)cc2)[C@@H](CCCO)[C@H](OCC)O1,6.2,0.2,-0.6,0.2,-0.3,-1.2,0.0,1.6,2.1
CC(C)NC(=S)N/N=C/c1cccnc1,-4.4,0.2,8.5,5.3,-0.8,-2.2,1.0,3.8,0.3
O=C1c2ccccc2S(=O)(=O)N1CCOc1ccccc1,7.6,0.3,12.9,7.8,2.8,-10.1,1.0,-5.1,3.1
CCOc1ccccc1NC(=O)CN1CCC(NC(=O)c2ccccc2)CC1,-2.0,0.0,1.1,8.0,0.0,-0.9,0.0,-7.1,-1.6
Cc1cc(C(=O)CSc2ccc3c(c2)OCCO3)c(C)n1C1CC1,4.5,0.2,-0.8,-0.9,-0.5,2.6,0.0,0.5,1.1
CCOc1ccc(/C=N/NC(=O)c2ccccc2Cl)cc1CN1CC2CC(C1)c1cccc(=O)n1C2 (stereo not given),0.7,0.0,7.8,4.6,x,6.5,0.0,0.5,x
CC1CCN(S(=O)(=O)c2cccc(C(=O)NCc3cccs3)c2)CC1,4.4,-0.2,2.6,2.0,-3.5,-11.8,2.0,-14.2,-2.4
O=C(O)c1ccccc1SCc1cn2cc(Br)ccc2n1,-4.5,0.1,8.1,2.6,-1.1,-3.9,1.0,-3.0,1.3
Cc1cccc(NC(=S)NN(Cc2ccccc2)c2ccccc2)c1C,-1.8,-0.1,13.2,3.5,0.7,-2.6,5.0,-3.5,-1.0
Cc1ccc(C(=O)N2CCN(c3ccc(C(F)(F)F)cn3)CC2)cc1,1.1,0.1,-6.1,-3.6,0.2,-4.5,0.0,13.2,0.9
CC(C)(C)C(=O)C(Oc1cccc2nonc12)n1cncn1 (stereo not given),-1.6,0.4,-0.9,-1.7,-0.6,-2.4,0.0,-0.4,-0.2
CCCc1cc(C(=O)NNC(=S)NCC2CCCO2)cs1 (stereo not given),-1.5,-0.2,3.8,0.9,-2.5,-8.6,0.0,3.9,-1.7
N#Cc1c2n(c3c(=O)n(CC(=O)c4ccc([N+](=O)[O-])cc4)cnc13)CCCCC2,-1.9,0.0,6.8,3.6,2.8,-4.1,0.0,-4.5,-0.4

# Source: PubChem BioAssay (several laboratories)
